Compound activity as filed in PubChem BioAssay.
phage Ecoli inh = E. coli growth loss with phage present. growth absorbance. inhibition, % at 11.9 µM. hit rate 0.26% among 360,000. AID 651602; in the data active = inhibition above about 11%
* = called active by the depositor. This is a subset; count on the stated rates, not on these rows.

phage Ecoli inh	Molecule
2.7	Cc1ccccc1NC(=O)N(C)[C@H]1C[C@H]2c3[nH]c4c(-c5ccc6c(c5)OCO6)cccc4c3CCN2C(=O)[C@H]1[C@H](C)O
3.5	CC(C)(C)S(=O)N1Cc2cc(C(=O)NCc3ccc4c(c3)OCO4)nc(-c3cccc(-c4ccncc4)c3)c2[C@H]1CCO (stereo partly specified)
3.1	CN1CCN(c2cc(-c3cccc(C(=O)O)c3)nc3ccnn23)CC1
0.9	CCCCOCCCNC(=O)C[C@@H]1C[C@@]2(C(=O)OCC)CCC=C2N(Cc2ccc3c(c2)OCO3)C1=O
2.5	Cc1cc(Cl)ccc1C(O)c1ncc(-c2cccc3ccccc23)[nH]1 (stereo unspecified)
-2.9	CCCCNC(=O)c1nc(C2CCN(S(=O)(=O)c3csc(C(=O)O)c3)CC2)oc1-c1ccccc1
1.2	COCCCNC(=O)c1nnn2c1nc(N)c1cc(Cl)ccc12
0.5	Cc1cccc(COC[C@H](Cc2ccccc2)N2CCN(C(=O)c3cc(Cl)cc(Cl)c3)CCC2=O)c1
1.3	CCCc1nc2cc(C)c(Br)c(C)n2c1Cc1ccc(OC)cc1C
3.3	CC(O)(c1cccnc1)c1nc(/C=C/c2ccccc2)cs1 (stereo unspecified)
3.7	CN(C)c1ccc(CC(=O)N2CCCCC2c2cc(C(=O)Nc3ccccc3)no2)cc1 (stereo unspecified)
-0.5	COc1cc(-c2cnc3c(NC=O)cc(-c4ccc(N5CCN(C)CC5)cc4)cn23)cc(OC)c1OC
2.2	CCN(CC)C(=O)c1cccc(-c2csc(C(NC(C)=O)c3ccccc3)n2)c1 (stereo unspecified)
4.3	CCCNC(=O)C1(C)CCN(Cc2cc3ccccc3o2)C1 (stereo unspecified)
4.7	COc1ccc(NC(=O)N(C)C[C@@H]2OCCCC[C@@H](C)Oc3ccc(NC(=O)NC4CCCCC4)cc3C(=O)N([C@H](C)CO)C[C@@H]2C)cc1
3.0	O=C(N[C@H](C(=O)N1CCC[C@H]1C(=O)NCc1ccccc1)c1ccccc1)c1ccccc1
2.0	O=C(NC1CCCC1)C(c1ccc(F)cc1)N1CCC(O)(c2ccc(Cl)cc2)CC1 (stereo unspecified)
1.7	CC(CNC(=O)[C@@H](Cc1ccccc1)NC(=O)[C@H]1O[C@@H](n2cnc3c(=O)[nH]c(N)nc32)[C@H](O)[C@@H]1O)c1ccccc1 (stereo partly specified)
0.2	CCOC(=O)C1=CC[C@@H](c2ccc([N+](=O)[O-])cc2)N(S(=O)(=O)c2ccc(C)cc2)[C@H]1c1ccccc1
0.9	Cc1cccc(C)c1N1C(=O)c2ccccc2NC(=O)C1C(=O)Nc1ccc(N2CCOCC2)cc1 (stereo unspecified)
3.6	Cc1cc2nc(-c3ccco3)c(Cc3cccc(F)c3)n2c(C)c1Br
0.8	COc1ccc(Cl)cc1NC(=O)c1cccc(S(=O)(=O)Nc2c(C)n(C)n(-c3ccccc3)c2=O)c1
2.0	CC(=O)Nc1cncc(-c2ccccc2N(C)C)n1
-0.6	COc1cc(C(=O)C(=O)N2CCN(c3ccccc3)CC2)cc2ccccc12
0.1	O=C1NC[C@H](CCCCN2C[C@H](Cc3ccccc3)N(CCC3CCCCC3)C(=O)C2=O)N(CCc2ccccc2)C1=O
2.0	CCN(CC)c1ncnc2c1ncn2[C@H]1CN(Cc2ccncc2)C[C@@H](CO)O1
1.9	CCCNC(=O)c1cc(C2CCCCN2C(=O)OC)on1 (stereo unspecified)
1.8	CC1ON=C(c2ccc(F)cc2)NC1=O (stereo unspecified)
-0.5	CCc1ccc(OC2(C)CCN(CCOc3ccc(C)cc3)C2)cc1 (stereo unspecified)
1.8	COC(=O)[C@]12C[C@H](CC(=O)NCc3cccs3)C(=O)N(Cc3ccc4c(c3)OCO4)C1=C[C@H](COCc1ccccc1)O[C@@H]2C
1.5	CC(C)(C)c1ccc(NC(=O)c2cc(C3CCCN(C(=O)CCc4ccccc4)C3)on2)cc1 (stereo unspecified)
1.6	COc1cc(C(O)c2nc(-c3ccc(F)cc3OC)cs2)ccc1F (stereo unspecified)
2.0	O=S(=O)(NCc1ccccc1)c1cc(Br)ccc1Br
2.1	c1ccc(Cc2cnc(N3CCN(Cc4cccc(-c5ccsc5)n4)CC3)nc2)cc1
1.9	c1ccc(COc2cccc(-c3cc4nc(NCc5cccs5)ccn4n3)c2)cc1
2.0	CN(C)Cc1ccccc1-c1cccc2nccn12
2.1	OC(c1ccc(F)cc1)c1nc(-c2ccc(Cl)cc2)cs1 (stereo unspecified)
4.3	CCCCNC(=O)c1nc(C2CCN(S(=O)(=O)c3ccccc3C(F)(F)F)CC2)oc1-c1ccccc1
1.8	CC1(C(=O)Nc2ccc3c(c2)OCO3)CCN1Cc1csc2ccccc12 (stereo unspecified)
-2.9	CCOC(=O)[C@]12CCCC=C1N(Cc1ccccc1)C(=O)[C@H](CC(=O)N1CCC(c3ccccc3)CC1)C2
0.2	CCCCCCC=C1CCC(CN2CCCC2)C1=O (stereo unspecified)
0.9	Clc1cccc(Cc2c(-c3cccc(Cl)c3)nc3c4ccccc4ccn23)c1
-4.7	Cc1ccc[n+](C2=C([O-])c3ccccc3C(=O)C2=O)c1
2.4	O=C(Nc1nccs1)c1ccc2sc([C@H]3C[C@H](O)[C@@H](CO)O3)nc2c1
3.0	COC(=O)N1C[C@H](OCc2ccccc2)[C@H]2C[C@@H]1c1ccccc1O2
3.6	CC(=O)C1=C(C)NC(=S)NC1c1ccc(F)cc1 (stereo unspecified)
1.3	CCOC(=O)C1CCC(=O)N1Cc1c[nH]c2ccccc12 (stereo unspecified)
-1.4	CC(C)C[C@H]1CN(CCCC[C@H]2CNC(=O)C(=O)N2CCc2ccccc2)C(=O)C(=O)N1CCc1ccccc1
1.6	CC(C)C[C@H](NS(=O)(=O)c1ccc(F)cc1F)C(=O)N1CCC[C@H]1C(=O)NCc1ccccc1
2.8	COc1cccc(-c2ccc3c(c2)N(Cc2ccc(F)cc2)C(=O)C(C)S3)c1 (stereo unspecified)

Gathered by group, those above containing an NH in an aromatic ring
phage Ecoli inh	Molecule
2.7	Cc1ccccc1NC(=O)N(C)[C@H]1C[C@H]2c3[nH]c4c(-c5ccc6c(c5)OCO6)cccc4c3CCN2C(=O)[C@H]1[C@H](C)O
2.5	Cc1cc(Cl)ccc1C(O)c1ncc(-c2cccc3ccccc23)[nH]1 (stereo unspecified)
1.7	CC(CNC(=O)[C@@H](Cc1ccccc1)NC(=O)[C@H]1O[C@@H](n2cnc3c(=O)[nH]c(N)nc32)[C@H](O)[C@@H]1O)c1ccccc1 (stereo partly specified)
1.3	CCOC(=O)C1CCC(=O)N1Cc1c[nH]c2ccccc12 (stereo unspecified)

New compounds follow.
phage Ecoli inh	Molecule
1.6	O=C(NCc1cccs1)c1csc([C@@H]2C[C@H](O)[C@@H](CO)O2)n1
0.3	CCc1nc2c(OCCc3cccc(OC)c3)cccn2c1N(C=O)Cc1ccc(OC)cc1
-0.6	OC[C@@H]1CN(Cc2ccccc2)C[C@H](n2cnc3c(Nc4ccccc4)ncnc32)O1
2.5	Cc1ccc(F)cc1-c1cc2nc(NCCCN(C)C)n(C)c(=O)c2s1
0.9	CN(CCc1ccccc1)C(c1ccnc2ccccc12)c1nnnn1-c1ccc2c(c1)OCCO2 (stereo unspecified)
2.7	CCCCCCCCN1C(=O)[C@@H](CC(=O)NCCc2ccccc2OC)C[C@@]2(C(=O)OC)C1=C[C@H](C1CCCC1)O[C@@H]2C
0.8	CC(C)(C)c1ccc(S(=O)(=O)NC(=O)C2(C)CCN2C(=O)C2(c3ccc(Cl)cc3)CC2)cc1 (stereo unspecified)
0.7	OC(c1ccccc1)(c1ccccc1)C1CCN(CCCOc2ccccc2)CC1
-1.2	O=C(NC1CCCCC1)C1c2ccccc2OCC(=O)N1Cc1ccccc1 (stereo unspecified)
2.9	COc1cccc(-c2cnc3c(NC(C)=O)cc(-c4ccc(C(=O)N5CCOCC5)cc4)cn23)c1
2.5	O=C(NCCN1CCC(n2c(=O)[nH]c3ccccc32)CC1)c1cccc(Cl)c1
4.7	CNC(=O)C1(C)CCN1C(=O)c1ccccc1CCc1ccccc1 (stereo unspecified)
2.6	COc1ccc(-c2ccccc2)cc1NC(=O)C1(C)CCN1C(=O)C(C)C (stereo unspecified)
1.3	CC(=O)N1c2ccccc2N=C(c2ccc(C(F)(F)F)cc2)C1C(=O)NC(C)C (stereo unspecified)
3.3	c1ccc(-c2csc(Nc3ccc4c(c3)OCO4)n2)cc1
1.0	CCCCN1C(=O)C(CC(=O)NCC2CCCCC2)CC(C(=O)N2CCCCCC2)=C1C (stereo unspecified)
1.7	O=C(N[C@H](C(=O)N1CCC[C@H]1C(=O)NC1CCCC1)c1ccccc1)c1ccc(Cl)c(Cl)c1
-1.9	COc1cc(CN2CCC(C(=O)NC(c3ccccc3)c3ccsc3)CC2)cc(OC)c1 (stereo unspecified)
3.6	COC(=O)N1C[C@H](OCc2ccc3c(c2)OCO3)[C@H]2C[C@@H]1c1ccccc1O2
3.3	C[C@@H]1COc2cccc(NCCCN3CCOCC3)c2S(=O)(=O)N1
2.4	C=C(C)Cn1c2ccc(NC(=O)NCc3ccc(F)cc3)cc2c(=O)n1C
1.7	CC1(C(=O)Nc2ccc3c(c2)OCCO3)CCN1C(=O)C1(c2ccc(Cl)cc2)CC1 (stereo unspecified)
1.8	COc1ccccc1C(=O)N1CCCC(C)(C(=O)NS(=O)(=O)C2CC2)C1 (stereo unspecified)
1.6	Cc1ccc(F)c(S(=O)(=O)NC(=O)C2(C)CCN2C(=O)COc2ccc(Cl)cc2)c1 (stereo unspecified)
4.0	O=c1c(-c2ccco2)nc2ccccc2n1C(c1ccccn1)c1nc2ccccc2[nH]1 (stereo unspecified)

4 of the compounds above, field by field.
> COC(=O)N1C[C@H](OCc2ccc3c(c2)OCO3)[C@H]2C[C@@H]1c1ccccc1O2
  phage Ecoli inh = 3.6

> C[C@@H]1COc2cccc(NCCCN3CCOCC3)c2S(=O)(=O)N1
  phage Ecoli inh = 3.3

> C=C(C)Cn1c2ccc(NC(=O)NCc3ccc(F)cc3)cc2c(=O)n1C
  phage Ecoli inh = 2.4

> CC1(C(=O)Nc2ccc3c(c2)OCCO3)CCN1C(=O)C1(c2ccc(Cl)cc2)CC1 (stereo unspecified)
  phage Ecoli inh = 1.7

(next part)
phage Ecoli inh	Molecule
1.8	CC(C)(C)NC(=O)C1(C)CCC(=O)N1CCCn1ccnc1 (stereo unspecified)
2.3	CC(=O)c1cccc(-c2cnc3c(NC=O)cc(-c4ccccc4)cn23)c1
-0.1	CCOC(=O)c1ccc(NC(=O)OC[C@@H]2CSCCS(=O)(=O)N2)cc1
1.5	COc1ccc(Cc2c(-c3cccc(Br)c3)nc3cc(C)c(Br)c(C)n23)c(C)c1
1.8	C[C@@H]1Cc2[nH][nH]c(=O)c2[C@H](c2ccc(Cl)cc2)O1
2.7	CCC(=O)N1CCC1(C)C(=O)NS(=O)(=O)c1cccc(C#N)c1 (stereo unspecified)
0.8	COCCNc1nc(NCc2cccc(OC)c2OC)c2sccc2n1
1.6	O=C(N[C@H](C(=O)N1CCC[C@H]1C(=O)NCCc1ccccc1Cl)c1ccccc1)c1ccc(Cl)cc1Cl
0.6	COc1ccc(Cn2cc(CN3CC(N4CCN(C5CCN(C)CC5)CC4)CS3(=O)=O)nn2)cc1 (stereo unspecified)
2.1	CCCCCNC(=O)c1nc(-c2c(F)cccc2F)oc1-c1ccccc1
1.1	C=CC(=O)NC1CCCCN(C)C1=O (stereo unspecified)
0.2	COC(=O)[C@]12CCCCC=C1N(CCC1=CCCCC1)C(=O)[C@H](CC(=O)NCc1cccc(C(F)(F)F)c1)C2
1.8	CC(C)(C)C(=O)c1c(N)[nH]c(C(=O)c2ccccc2)c1-c1ccccc1Br
2.2	CCCS(=O)(=O)NC(=O)C1(C)CCCN(C(=O)C2(c3ccc(Cl)cc3)CCCC2)C1 (stereo unspecified)
-0.6	O=S1(=O)N[C@H](Cc2ccccc2)COc2cc(N3CCOCC3)ccc21
2.5	Cc1ccc(F)c(S(=O)(=O)NC(=O)C2(C)CCN2C(=O)c2ccccc2)c1 (stereo unspecified)
3.3	O=C(Nc1nnc([C@@H]2C[C@H](O)[C@@H](CO)O2)s1)NC1CCCCC1
2.5	Cc1cc(C)cc(Cn2cc(CN3CC(N4CCSCC4)CS3(=O)=O)nn2)c1 (stereo unspecified)
3.4	C[C@@H](NC(=O)[C@@H]1CCCN1C(=O)[C@@H]1CCCN1C(=O)OC(C)(C)C)c1ccccc1
4.1	O=C(Cn1nnc(N2CCOCC2)n1)NN=Cc1ccccc1Cl
1.7	CC(C)C[C@H]1CN([C@@H](Cc2ccccc2)CN2CCC[C@H]2CN2C(=O)C(=O)NC[C@@H]2Cc2ccc(O)cc2)C(=O)C(=O)N1CCc1ccccc1
1.2	CCCC(=O)N1CCC1(C)C(=O)Nc1ccc2c(c1)OCCO2 (stereo unspecified)
2.1	CN(C)C(=O)c1cccc(-c2cnc3c(NC=O)cc(-c4ccc(C(=O)N5CCOCC5)cc4)cn23)c1
2.0	O=C(NCc1ccc(Cl)c(Cl)c1)c1cc(C2CCCCN2C(=O)C2CCCCC2)on1 (stereo unspecified)
5.1	O=C(Nc1cccnc1)C1Cc2c(-c3ccc4c(c3)OCO4)ccnc2O1 (stereo unspecified)
0.2	CC(c1ccccc1)n1c(NCCCn2ccnc2)nc2c1c(=O)[nH]c(=O)n2C (stereo unspecified)
3.0	Cc1cccc(C)c1NC(=O)C1(C)CCC(=O)N1CCOc1ccccc1 (stereo unspecified)
1.5	CC1=C(C(=O)N2CCOCC2)CC(CC(=O)NC(c2ccccc2)c2ccccc2)C(=O)N1CCC1=CCCCC1 (stereo unspecified)
3.2	CC(C)(C)OC(=O)N1CCC[C@@H]1C(=O)NCc1ccccc1
-1.3	COc1ccccc1-c1noc2c1C(=O)N(Cc1cn(-c3ccccc3)nn1)CC2
1.0	C=CCN1[C@@H](C)[C@@H](c2ccccc2)Oc2c(Cl)cccc2S1(=O)=O
0.2	CN(C)c1ccc(CC(=O)N2CCCCC2c2cc(C(=O)Nc3cccc(C#N)c3)no2)cc1 (stereo unspecified)
3.5	COC(=O)C1=C(C)N(C)C(=NCC2CC2)NC1c1cccc(Cl)c1 (stereo unspecified)
0.0	CSCCC(c1nnnn1C(C)(C)C)N1CCN(C/C=C/c2ccccc2)CC1 (stereo unspecified)
